Source: PubChem BioAssay
STAT1 blocker: reduces IFN-gamma driven STAT1 reporter signal; NIH 3T3 STAT1-luciferase reporter, luminescence; actives 0.35% (n = 200,000); inhibition, % at 5.5 µM; AID 920;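 active means inhibition above a set limit, the mean inhibition across all tested compounds plus 3 SD, cut at about 34% in these data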;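 further: 0% = IFN-gamma with DMSO and 100% = IFN-gamma with 300 µM nifuroxazide; values of inactives mirror those of a sister screen read the other way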
STAT1 act: increases IFN-gamma driven STAT1 reporter signal | NIH 3T3 STAT1-luciferase reporter, luminescence; 100% = IFN-gamma alone, no compound | activation (% of control), % at 5.5 µM | actives 2.6% (n = 200,000);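 active means activation above the screen-wide mean activation plus 3 SD, cut at about 130% in these data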;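 further: raw ratio to IFN-gamma control signal so 100% means no change and 0% no light; values of inactives mirror those of a sister screen read the other way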
NF-kB neuron act: raises NF-kB expression in human neuronal cells; NF-kB reporter expression; hits give high values; fold change at 12.5 µM; actives 1.6% (n = 190,000); AID 1239; in the data active means fold change above about 3.3
ROMK mod: modulates human ROMK potassium channel activity; Tet-inducible ROMK, thallium flux fluorescence; actives lie on both sides; actives 2% (n = 130,000); AID 1918; B-score at 10 µM;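 active means signal ratio slope over the read window, or its plate-corrected B-score, at least 3 SD from the plate mean, either direction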;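 further: B-score of the F/F0 ratio slope over 7 to 12 s after thallium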
Target sequence (P48048 whole entry, looked up): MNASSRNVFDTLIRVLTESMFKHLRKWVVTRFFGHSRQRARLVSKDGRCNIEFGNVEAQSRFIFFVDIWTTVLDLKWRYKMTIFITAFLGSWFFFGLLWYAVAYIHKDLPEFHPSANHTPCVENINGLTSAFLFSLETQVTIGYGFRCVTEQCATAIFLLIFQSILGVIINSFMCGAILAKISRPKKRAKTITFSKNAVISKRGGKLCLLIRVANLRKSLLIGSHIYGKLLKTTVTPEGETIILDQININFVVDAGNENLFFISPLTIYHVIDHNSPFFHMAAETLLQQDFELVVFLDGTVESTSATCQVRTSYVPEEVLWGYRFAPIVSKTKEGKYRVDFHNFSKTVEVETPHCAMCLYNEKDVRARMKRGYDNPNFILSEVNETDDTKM
APP transl inh: APP translation inhibition; SH-SY5Y APP 5'UTR-luciferase reporter, luminescence; actives 0.82% (n = 190,000); inhibition, % at 2 µM;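 active means inhibition above a set limit, derived from the sample mean plus 3 SD, cut at about 45% in these data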; further: values of inactives mirror those of a sister screen read the other way
STAT3 blocker: inhibitors of IL-6 induced STAT3 signaling. inhibition, % at 5.5 µM. U3A cells, IL-6 STAT3-luciferase reporter, luminescence; host cell line lacks STAT1. actives 0.89% (n = 190,000). AID 862;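 active means inhibition above the mean inhibition across all screened compounds plus 3 SD, cut at about 44% in these data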;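 further: 0% = DMSO only wells and 100% = 100 µM nifuroxazide control wells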
FLuc stim CS: affects firefly luciferase, flagging false hits in luciferase stimulation screens. 200,000 tested, under 10 active. ATPlite luciferase biochemical, luminescence, 10 min; 0 = ATP-free wells, 1 = DMSO control. AID 1027. P08659. activation factor at 10 µM;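 active means luciferase activation factor, scaled between plate controls, of at least 2 with compound at 10 µM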
Target sequence (P08659 whole entry, looked up): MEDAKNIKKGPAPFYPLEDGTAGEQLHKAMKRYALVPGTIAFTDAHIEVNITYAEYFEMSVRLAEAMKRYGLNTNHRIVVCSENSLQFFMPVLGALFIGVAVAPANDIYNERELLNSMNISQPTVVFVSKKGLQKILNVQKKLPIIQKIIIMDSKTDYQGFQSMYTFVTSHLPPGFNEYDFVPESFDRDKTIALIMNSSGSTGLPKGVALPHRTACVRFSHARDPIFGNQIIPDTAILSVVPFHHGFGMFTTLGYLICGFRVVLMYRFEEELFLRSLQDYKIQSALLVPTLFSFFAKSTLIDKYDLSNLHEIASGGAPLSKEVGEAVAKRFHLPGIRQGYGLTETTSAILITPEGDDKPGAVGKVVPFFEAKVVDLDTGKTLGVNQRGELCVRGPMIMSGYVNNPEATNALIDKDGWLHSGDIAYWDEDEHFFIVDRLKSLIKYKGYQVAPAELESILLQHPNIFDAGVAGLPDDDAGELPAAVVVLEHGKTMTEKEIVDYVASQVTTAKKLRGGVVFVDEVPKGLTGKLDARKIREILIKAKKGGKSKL
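System: luciferase plus luciferin reagent, cell-free; medium: PBS as buffer for the ATP substrate; dosing: test compounds dosed from 2 mM stocks in 100% DMSO; timing: 10 min post-reagent at room temperature; measured by: luminescence measurement of luciferase light output; evaluation: luciferase activation, seen as luminescence increase over controls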
APP 5'UTR act: APP 5'UTR luciferase reporter activation; SH-SY5Y APP 5'UTR luciferase reporter, luminescence; zero percent = DMSO vehicle wells; activation, % at 2 µM; actives 1% (n = 190,000);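 active means activation above a set limit, based on mean plus 3 SD of controls, cut at about 140% in these data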; further: values of inactives mirror those of a sister screen read the other way
FLuc inhib CS: counter-screen for luciferase assay inhibitors: firefly luciferase inhibition. P08659. ATPLite firefly luciferase biochemical luminescence, 10 min. inhibition, % at 10 µM. actives 1.5% (n = 200,000);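 active means inhibition above about 50% when tested at 10 µM, limit read from the data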
STAT3 act: increases IL-6 driven STAT3 reporter signal; AID 871; actives 0.91% (n = 190,000); U3A cells, IL-6 STAT3-luciferase reporter, luminescence; 100% = signal with IL-6 EC80 alone; activation (% of control), % at 5.6 µM;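 active means activation above the screen-wide mean of compound activation plus 3 SD, cut at about 130% in these data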;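 further: 0% = background luminescence of wells with medium and substrate only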
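Material: human STAT1-deficient U3A cells with stable STAT3-luciferase reporter / Probe or stimulus: IL-6 stimulus at 33 ng/mL final / Schedule: 1 h compound pre-exposure, 6 h IL-6 stimulation, 37 °C / Technique: luminescence / Read-out basis: percent of IL-6-only median luminescence / Control set: IL-6-only high control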
An asterisk follows results filed as active; . = not tested or not shown.

SMILES	STAT1 blocker	STAT1 act	NF-kB neuron act	ROMK mod	APP transl inh	STAT3 blocker	FLuc stim CS	APP 5'UTR act	FLuc inhib CS	STAT3 act
Cc1ccc(F)cc1NC(=O)c1ccc2c(c1)OCO2	-6	105	1.3	.	-23	16	1	23	0	90
O=C(c1cc(-c2ccc(Cl)cc2)on1)N1CCOCC1	-48	144*	5*	.	-158	43	0.4	158*	60*	66
C=CCc1ccc(OCCCOc2ccc(C(=O)O)cc2)c(OC)c1	-5	101	1.4	0.13	6	-2	0.6	-5	36	106
CN1CCN(C(=O)/C=C/c2ccc3c(c2)OCO3)CC1	-5	105	1.6	.	-14	3	1	14	3	98
CCOc1ccccc1NS(=O)(=O)c1c(C)noc1C	6	95	1.2	.	-6	0	1	6	-3	104
O=C(CSc1nc2ccccc2[nH]1)N1CCN(c2ccc(F)cc2)CC1	4	96	0.88	0.44	-14	8	1.1	14	-6	97
COc1ccc(NC(=O)CN(c2ccc([N+](=O)[O-])cc2)S(=O)(=O)c2ccccc2)cc1	11	92	0.96	-1.9	30	-6	1	-30	4	102
Brc1ccc(Oc2ncc(CN3CCN(c4ccccc4)CC3)s2)cc1	-1	101	1.1	1.4	-5	6	1	5	-3	99
COc1ccc(C(=O)C(C)N(C(=O)c2ccc(Cl)cc2Cl)N2C(=O)C3C4C=CC(C4)C3C2=O)cc1 (configuration not stated)	0	100	0.9	.	5	-1	1	-5	-4	101
CC(C)CC(NC(N)=O)C(=O)OCC(=O)Nc1ccc(OC(F)F)cc1 (configuration not stated)	-3	102	1.1	-0.49	25	0	1	-25	-1	103
O=[N+]([O-])c1ccccc1OCc1nc(-c2cccs2)no1	-87	180*	7.6*	0.022	-185	-2	0.7	185*	32	109
Cc1cccc(OCCNc2cc(N3CCN(CCO)CC3)ccc2[N+](=O)[O-])c1	8	93	0.64	-0.64	8	14	1.1	-8	-7	90
CCOC(=O)c1cc2ccccc2n1CCN(CC)CC	4	97	1	5*	-3	3	1.1	3	-9	98
O=C1C(Cl)=C(N2CCOCC2)C(=O)N1CCc1ccccc1	-28	126	2.6	-0.62	-51	-12	1	51	4	113
Cc1ccc2c(c1)C1CN(C)CCC1N2C(=O)c1ccccc1NS(=O)(=O)c1ccc(F)cc1 (configuration not stated)	3	97	1.1	.	0	2	1.1	0	-6	98
Nc1no[n+]([O-])c1-c1ccccc1	3	97	1.6	0.72	4	-1	1.1	-4	-5	102
Nc1cc(Cl)ccc1Oc1ccccc1	-2	102	1.1	.	-1	16	1.1	1	-6	90
O=C(Cc1ccccc1)Nc1ccc(NC(=O)C2CC2)nc1	7	94	1.4	-0.22	-4	13	1.1	4	-7	91
Cc1ccc(C)c(OCC(=O)N/N=C\c2cccn2C)c1	-2	101	1.3	0.18	-5	31	1.1	5	-6	77
CNc1nc(SC)nc2ccccc12	11	88	1.5	0.66	-4	11	1	4	1	96
COc1ccc(C2C(C#N)=C3NC(=O)c4c(sc5c4CCCCC5)N3C3=C2C(=O)CC(C)(C)C3)cc1 (configuration not stated)	-5	104	1	-0.75	-10	8	1	10	-2	99
COc1ccc(C2C(=O)N(C3CCCCCC3)CC(=O)N2Cc2ccccc2)cc1OC (configuration not stated)	1	99	0.84	-0.84	-2	13	1.1	2	-5	96
CC(=O)Nc1c(C(=O)N2CCCCCC2)cnn1-c1ccccc1	-3	103	0.82	0.66	6	8	1.1	-6	-8	100
Cc1ccc(CNC(=O)c2ccccc2NC(=O)CSc2nnnn2C)cc1	15	86	1.1	-1.1	-13	0	1.1	13	-5	102
O=C(Nc1ccon1)c1csc2c1CCCC2	-9	109	1.1	.	2	11	1.1	-2	-5	93
(listing goes on)
SMILES	STAT1 blocker	STAT1 act	NF-kB neuron act	ROMK mod	APP transl inh	STAT3 blocker	FLuc stim CS	APP 5'UTR act	FLuc inhib CS	STAT3 act
Cc1cccc(-c2c3c(=O)n(C)c(=O)n(C)c3cn2-c2ccc(O)cc2)c1	10	91	.	.	-11	0	.	11	.	101
CCOC(=O)C1CCN(c2c(NCCN3CCN(c4ccccc4)CC3)c(=O)c2=O)CC1	-6	105	1.1	.	1	4	1	-1	-3	101
NC(=O)COC(=O)CC(c1ccccc1)c1ccccc1	0	99	1.1	1	0	10	1	0	-4	98
Cc1ccc2cc(CN(Cc3ccc(F)cc3)Cc3nnnn3C3CCCC3)c(=O)[nH]c2c1	-3	102	0.63	-1.4	-8	0	0.9	8	5	103
O=C(O)CCCc1c(-[n+]2ccccc2)[nH]c2ccccc12	9	92	1.1	0.56	12	14	1	-12	-2	95
O=C(C1=C(O)C(=O)N(Cc2ccccc2)C1c1ccco1)c1ccco1 (configuration not stated)	6	95	0.97	.	6	-1	1.1	-6	-8	101
Oc1[nH]c(=S)sc1/C=C1\C(c2ccccc2)=Nc2ccccc21	-16	114	0.86	.	-8	-20	1	8	-2	115
COc1ccc(NC(=O)c2cccc(S(=O)(=O)N3CCOCC3)c2)cn1	5	100	1.1	-0.055	-2	8	1.1	2	-9	94
O=C(CNS(=O)(=O)c1cccs1)Nc1ccc2c(c1)OCCO2	-1	99	1.8	0.012	-13	2	0.9	13	9	102
C=C(Cl)COC(=O)C1C2C=CC(C2)C1C(=O)O (configuration not stated)	-1	102	1.1	0.035	0	5	1.1	0	-5	98
CCN(Cc1ccccc1)c1ccc(/C=N/NS(=O)(=O)c2ccc(C)c([N+](=O)[O-])c2)cc1	-1	101	0.88	.	16	0	1	-16	-3	103
C=CCOc1ccc(Br)cc1/C=C1/SC(=Nc2ccc(C(=O)O)cc2)NC1=O	-2	101	0.94	-0.75	1	-1	1.1	-1	-9	103
CCCN1C2CCCC1CC(NC(=O)Nc1ccc(C(C)C)cc1)C2 (configuration not stated)	-5	104	0.93	.	3	-9	1	-3	-2	111
Cc1ccc(CN2C(=O)CSc3ccc(C(=O)NCCN4CCOCC4)cc32)cc1	8	91	0.8	1.2	-5	9	1	5	-2	96
Cc1c(-c2cccc(NC(=O)c3cccs3)c2)nc2ncccn12	4	96	0.54	.	-11	2	1	11	-4	103
COc1ccccc1NC(=O)c1sc(NC(=O)c2ccco2)c(C#N)c1C	-4	103	1.1	.	-5	12	1	5	-3	92
c1ccc(-c2nn3c(-c4ccco4)nnc3s2)nc1	-15	114	0.89	.	2	25	1.1	-2	-6	85
CCOCCCn1c(SCC(=O)/C(C#N)=C(\C)N)nc2ccccc2c1=O	1	99	0.81	.	-3	15	0.8	3	24	90
CC(C)N1CCN(Cc2ccc(-c3ccccc3Cl)o2)CC1CCO (configuration not stated)	6	93	1.2	-1.1	-6	13	1.1	6	-6	93
O=C(c1ccc(Cl)cc1)N1CCCCC(Cl)C1=O (configuration not stated)	0	98	1.2	-0.28	-20	10	1.1	21	-6	100
C[C@@H](C(=O)Nc1nc2ccc(F)cc2s1)N1C(=O)C2CC=CCC2C1=O (some centres not stated)	-7	104	1.4	-0.55	-36	2	1	36	0	101
COc1ccc2occ(C(=O)c3ccccc3)c2c1	-43	135*	0.92	-0.27	-36	11	0.7	36	29	94
O=C(CSc1cccc[n+]1[O-])NC1CCCCCCC1	-7	105	1	-0.49	-6	12	1.1	6	-5	97
COc1ccc2cc(C(=O)C3CCCN(C(=O)CCc4ccccn4)C3)ccc2c1 (configuration not stated)	-7	107	1.6	-1.2	-40	9	1	40	0	96
O=S(=O)(O)c1nc2ccccc2n1CCOc1ccccc1	0	100	1.3	-0.053	4	8	1	-3	-3	95

Exported with values under each structure: entries from further up.
Value order – STAT1 blocker	STAT1 act	NF-kB neuron act	ROMK mod	APP transl inh	STAT3 blocker	FLuc stim CS	APP 5'UTR act	FLuc inhib CS	STAT3 act
O=C(CSc1cccc[n+]1[O-])NC1CCCCCCC1
    -7	105	1	-0.49	-6	12	1.1	6	-5	97
CCN(Cc1ccccc1)c1ccc(/C=N/NS(=O)(=O)c2ccc(C)c([N+](=O)[O-])c2)cc1
    -1	101	0.88	.	16	0	1	-16	-3	103

(next part)
SMILES	STAT1 blocker	STAT1 act	NF-kB neuron act	ROMK mod	APP transl inh	STAT3 blocker	FLuc stim CS	APP 5'UTR act	FLuc inhib CS	STAT3 act
Cc1noc(C)c1COC(=O)/C=C/c1ccccc1Cl	-3	103	1.3	0.36	-10	25	1	10	-1	83
COc1ccc(C(=O)/C=C/c2ccc(OC)c(COc3ccc(F)cc3)c2)cc1	7	94	1.3	.	-1	18	0.9	1	5	94
CCCC12C(=O)C(C)(C(c3ccccc3)=C1c1ccccc1)C1C(=O)N(c3ccc(C)cc3)C(=O)C12 (configuration not stated)	2	101	1.1	-0.59	-22	-3	1	22	1	100
CCOC(=O)N1CCN(S(=O)(=O)Cc2ccccc2)CC1	0	100	1.2	0.12	-8	5	1.1	8	-9	99
CC(C)Cn1c(-c2csc3c2CCCC3)n[nH]c1=S	3	97	1	.	-15	10	1.1	15	-6	93
Cc1nnc(SC(C)C(=O)Nc2nccs2)s1 (configuration not stated)	0	98	1.2	-1.9	5	-1	1.1	-5	-6	102
COc1cc(CNCCNC(=O)c2cccs2)cc(OC)c1OC	10	89	0.94	0.49	-14	8	1	14	-5	97
Nc1cc(N)nc(SCC(=O)NCc2ccco2)n1	1	101	1	-0.67	-23	4	1	23	2	101
CNC(=S)N(Cc1cc2ccc(OC)cc2[nH]c1=O)CC1CCCO1 (configuration not stated)	-1	99	1.1	0.024	-2	2	1	2	-1	99
Cc1nc2n(COCCO)cnn2c(=O)c1Br	4	95	1.2	0.41	4	22	1	-5	-2	88
O=C(O)c1n[nH]c2c1CCCCC2	-3	103	0.93	0.075	-5	7	1	5	-2	96
Cc1cccc(CSc2nc3ccncc3n2CC(=O)Nc2cc(C)cc(C)c2)c1	1	99	0.95	-0.11	-17	-2	1	17	1	101
CC1CCCCN1C(=O)CSc1nc(C2CC2)nc2c1cnn2-c1ccccc1 (configuration not stated)	7	93	0.74	-0.033	-1	9	1	1	-3	96
CCOCCCNC(=O)CCSc1ccc(C)cc1	9	91	1	0.39	-6	-4	1	6	-1	106
Cc1cc(C)c(C#N)c(Sc2nnnn2-c2ccccc2)n1	0	100	1.6	.	3	6	1	-3	-4	99
CCCOc1ccccc1C1CC(=O)NC(C)=C1C(=O)OCC(C)C (configuration not stated)	4	97	1.2	0.65	-11	12	1.1	11	-8	93
Cc1ccc(NC(=O)c2ccc(CN3CCc4ccccc4C3)cc2)cc1	-2	102	2.1	-0.23	-42	71*	1	42	0	40
O=C(NCCC1=CCCCC1)C1CCN(C(=O)c2ccc(Br)cc2)CC1	9	92	1.2	.	1	-3	1	-1	2	99
Cc1cc(C)nc(SCc2nc3nc(C)cc(C)n3c2Br)n1	1	99	1.3	.	5	11	1	-5	-3	94

Arranged by value in APP 5'UTR act (high to low): four from the list above.
canonical_smiles | STAT1 blocker | STAT1 act | NF-kB neuron act | ROMK mod | APP transl inh | FLuc stim CS | APP 5'UTR act | STAT3 act
CC(C)Cn1c(-c2csc3c2CCCC3)n[nH]c1=S | 3 | 97 | 1 | . | -15 | 1.1 | 15 | 93
CCCOc1ccccc1C1CC(=O)NC(C)=C1C(=O)OCC(C)C (configuration not stated) | 4 | 97 | 1.2 | 0.65 | -11 | 1.1 | 11 | 93
Cc1noc(C)c1COC(=O)/C=C/c1ccccc1Cl | -3 | 103 | 1.3 | 0.36 | -10 | 1 | 10 | 83
Cc1nc2n(COCCO)cnn2c(=O)c1Br | 4 | 95 | 1.2 | 0.41 | 4 | 1 | -5 | 88
